Source: PubChem (several laboratories)
HIF act: HIF pathway transcriptional activation. U2OS HRE-luciferase reporter, luminescence; normalized: DMSO 0%, desferrioxamine 100%. activation, % at 7.5 µM (by protocol). 300,000 tested, 0.32% active;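 active = mean activation of at least 10% of the iron chelator positive control signal, with at least half of replicates also reaching 10%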
IEC-6 cytotox: kills IEC-6 intestinal cells in KLF5 counter-screen. inhibition, % at 5 µM. 290,000 tested, 0.78% active. IEC-6 cytotoxicity, luminescence viability. AID 1825; in the data active = inhibition above about 22%;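 also: 0% = plate median of test compound wells and 100% = cytotoxic reference compound wells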
aSyn UTR inh: MLPCN primary screen, SNCA 5' untranslated region. inhibition, % (tested at 7.5 µM). 300,000 tested, 0.82% active. AID 1813. alpha-synuclein 5'UTR reporter, inhibitor activity; in the data active = inhibition above about 60%;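 also: H4 neuroglioblastoma cells stably carrying SNCA 5'UTR luciferase fusion; 0% = DMSO wells and 100% = positive control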
HSP90 refold inh: blocks HSP90-mediated luciferase refolding in reticulocyte lysate | Rabbit reticulocyte lysate, luciferase refolding luminescence, 3 h | inhibition, % at 5.6 µM | 290,000 tested, 0.91% active;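 active = inhibition above the screen-wide mean plus 3 SD, computed separately per campaign, cut at about 16% in these data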;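 also: 0% = DMSO wells and 100% = 60 µM geldanamycin wells; inhibitors lower the luminescence because luciferase stays unfolded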
GSK3 alpha inh: inhibitors of human GSK-3 alpha kinase; 320,000 tested, 0.1% active; P49840; inhibition, % at 10 µM; ADP-Glo luminescence, 60 min;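 in the data active = inhibition above about 50%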;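 also: GST-tagged GSK-3 alpha with peptide substrate and 25 µM ATP; 0% = DMSO neutral wells and 100% = GW8510 positive control wells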
Target sequence (P49840 whole entry, looked up): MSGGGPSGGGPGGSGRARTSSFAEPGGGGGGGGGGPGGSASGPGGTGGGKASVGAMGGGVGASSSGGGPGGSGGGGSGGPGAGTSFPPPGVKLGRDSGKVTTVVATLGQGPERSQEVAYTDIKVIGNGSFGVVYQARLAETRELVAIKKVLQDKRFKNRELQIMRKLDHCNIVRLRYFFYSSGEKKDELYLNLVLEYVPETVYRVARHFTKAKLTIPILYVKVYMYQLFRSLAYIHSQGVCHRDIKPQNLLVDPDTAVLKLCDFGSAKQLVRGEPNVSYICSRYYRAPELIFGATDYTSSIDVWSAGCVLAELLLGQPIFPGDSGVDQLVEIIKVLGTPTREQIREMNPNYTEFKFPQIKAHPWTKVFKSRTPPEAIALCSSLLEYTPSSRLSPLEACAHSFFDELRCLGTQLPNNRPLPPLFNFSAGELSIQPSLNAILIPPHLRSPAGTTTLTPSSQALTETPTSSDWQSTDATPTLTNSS
KLF5 inhibitor: inhibitors of KLF5 expression. DLD-1 KLF5 promoter-luciferase reporter, luminescence. inhibition, % at 5 µM. 290,000 tested, 0.23% active. AID 1700;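 active = inhibition above a per-plate limit of that plate's mean compound inhibition plus 3 SD, cut at about 60% in these data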;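 also: 0% = DMSO wells and 100% = LY294002 at 200 µM; higher means less KLF5 promoter-driven luciferase light; inactives centre near -14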
HSF-1 act: increases HSF-1 driven luciferase reporter signal. activation, % at 9 µM. 300,000 tested, 1.7% active. NIH3T3-HGL HSF-1 luciferase reporter, MG132, 8 h; 100% = twice DMSO control signal;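 active = mean replicate activation of at least 50% with a set share of replicates each reaching 50%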;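 also: 0% = median of the neutral control wells and 100% = twice that signal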
AI-2 QS modul: modulates the Vibrio harveyi AI-2 quorum sensing system | Vibrio harveyi JMH597 AI-2 luminescence/OD600 ratio, 9 h; hits give low values; strain lacks LuxN and CqsS sensors; 0 = neutral-control median | activity change, % at 7.5 µM | 300,000 tested, 0.4% active | AID 2094; in the data active = activity change below about -75%, passing the limit was not always enough;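 also: luminescence divided by OD600 gain over 9 h not by final OD600 alone; inactives centre near 13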
HSF1 inh: HSF1 inhibition. 300,000 tested, 0.77% active. NIH3T3-HGL HSE-luciferase, MG132-induced, luminescence 8 h; hits give low values. activity change, negative = inhibition, % at 7.5 µM (by protocol);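 active = more than half of replicate wells show activity change below -50%, luminescence cut by over half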;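 also: luciferase reports HSF-1 transcriptional activity via heat shock element; 0% = median of DMSO wells and -100% = zero luminescence signal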
GSK3B inh: blocks human GSK3beta kinase activity; GST-GSK3beta kinase, ADP-Glo luminescence, 60 min; hits give low values; activity score (negative = inhibition), % at 10 µM; AID 2097; P49841; 300,000 tested, 0.038% active;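 active = more than half of replicate wells score below -50%, meaning over 50% inhibition versus plate controls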;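 also: 0% = median DMSO wells and -100% = median GW8510 positive control wells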
Target sequence (P49841 whole entry, looked up): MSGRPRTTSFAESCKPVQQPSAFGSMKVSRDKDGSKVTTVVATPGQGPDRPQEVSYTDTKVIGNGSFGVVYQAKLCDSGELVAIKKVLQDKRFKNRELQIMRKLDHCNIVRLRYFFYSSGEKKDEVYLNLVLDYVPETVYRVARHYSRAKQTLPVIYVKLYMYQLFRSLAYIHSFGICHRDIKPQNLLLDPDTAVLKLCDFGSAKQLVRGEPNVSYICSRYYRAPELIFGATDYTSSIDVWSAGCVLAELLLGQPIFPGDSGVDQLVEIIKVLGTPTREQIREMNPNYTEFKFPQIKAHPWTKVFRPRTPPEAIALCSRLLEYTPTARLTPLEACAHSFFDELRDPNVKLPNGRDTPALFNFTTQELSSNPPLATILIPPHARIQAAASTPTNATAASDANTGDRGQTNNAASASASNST
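Test system – GST-tagged human GSK3beta kinase, cell-free · Incubation – 60 min enzyme reaction, room temperature · Signal – ADP-Glo luminescence · Also added – peptide substrate and ATP at 25 µM · Controls – DMSO neutral wells and GW8510 at 20 µM as positive · Buffer or medium – Tris/MgCl2 kinase buffer · Measure – Luminescence-derived activity versus plate DMSO and GW8510 wells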
Active calls of the source: *; . = no result given.

#	smiles	HIF act	IEC-6 cytotox	aSyn UTR inh	HSP90 refold inh	GSK3 alpha inh	KLF5 inhibitor	HSF-1 act	AI-2 QS modul	HSF1 inh	GSK3B inh
1	O=C(c1ccco1)N1N=C(c2ccncc2)CC1(O)C(F)(F)F (stereo unspecified)	0.0	-2.0	-5.5	-2.4	-0.6	-11.2	3.1	6.8	-2.1	-0.9
2	Cc1ccc(Cl)cc1NC(=O)C(=O)N1CCCCC1	-0.1	-4.9	-27.9	-0.1	-1.7	-24.9	.	0.7	.	1.0
3	CN(C(=O)/C(N=Nc1cccc(C(F)(F)F)c1)=C(\O)C(F)(F)F)c1ccccc1	0.1	6.6	-1.0	-2.0	1.8	10.1	-1.1	17.1	3.8	5.8
4	Cc1ccc(NC2=NC(c3ccc(F)cc3)n3c(nc(C)cc3=O)N2)c(C)c1 (stereo unspecified)	-0.1	-4.6	-1.9	2.4	0.9	4.1	-0.2	8.9	-2.4	0.8
5	CNC(=S)Nc1ccc2[nH]c(=O)[nH]c2c1	-0.2	-2.3	3.6	2.4	0.2	-15.3	27.3	18.4	3.4	2.0
6	Cc1csc(NC(=O)C2CCCC2)n1	0.5	-0.2	-22.3	5.1	-2.2	-61.0	-0.9	11.5	2.7	-5.1
7	CCCC(C)NC(=O)c1sc2nc3n(c(=O)c2c1C)CCC3 (stereo unspecified)	2.1	1.2	-46.3	2.3	-1.3	-26.9	15.6	-0.6	-1.0	4.0
8	O=C(c1ccc(=O)[nH]n1)N1CCN(S(=O)(=O)c2ccc3ccccc3c2)CC1	0.5	-2.1	21.9	0.5	-2.2	2.4	7.1	16.8	-4.0	1.0
9	O=C(O)c1ccc(-c2nc(-c3ccc(Cl)c(Cl)c3)cs2)cc1	0.2	10.2	-100.2	-1.5	0.7	-9.4	24.0	8.9	7.5	-2.5
10	COc1ccccc1N1CCN(/N=C/C=C/c2ccccc2[N+](=O)[O-])CC1	0.2	-2.7	-49.1	-1.5	5.7	-25.0	4.8	12.7	4.4	-0.6
11	COc1cccc(/C=C/C2=CC(C)(C)NC(=S)N2)c1	0.1	3.6	-36.1	0.6	-1.7	-33.8	31.6	11.8	17.8	-1.4
12	CCCCC(CC)C(=O)Nc1ccccc1C#N (stereo unspecified)	0.4	4.1	0.0	2.1	-2.6	-4.1	15.0	20.6	-2.4	-1.4
13	Cc1cc(-c2ccc(C(C)C)c(S(=O)(=O)Nc3ccccn3)c2)on1	1.7	-0.9	-17.1	0.5	0.3	-32.5	13.7	24.0	6.2	-0.5
14	NC(=S)N/N=C/c1ccc(OC(=O)c2cccnc2)cc1	-0.7	-9.2	5.8	-6.7	-1.0	-17.5	5.4	8.6	0.7	0.7
15	Cc1ccc(OCC(=O)NCCCNC(=O)c2cnccn2)cc1C	0.0	1.2	-1.6	2.8	-1.0	-17.0	6.4	18.8	-1.8	0.9
16	Cc1ccc(C)c(NC(=O)CCC(=O)OC(C(=O)c2ccccc2)c2ccccc2)c1 (stereo unspecified)	0.1	-0.8	14.0	-2.9	-2.1	-26.0	24.0	5.2	4.1	-2.3
17	COC(=O)c1ccc(NC(=O)COc2coc(CN3CCc4ccccc43)cc2=O)cc1	-0.5	.	-0.1	.	0.2	.	-8.5	23.5	11.9	-2.9
18	CCN(Cc1ccc(OC)c(F)c1)C(=O)C1CCCO1 (stereo unspecified)	0.0	-3.5	16.3	1.1	-4.4	-4.8	-15.8	11.7	-2.7	0.2
19	C=CCOc1cccc(C2NC(=O)c3ccccc3O2)c1 (stereo unspecified)	-1.0	1.7	10.4	-0.2	-1.5	-10.1	11.1	13.0	-1.7	2.2
20	Cc1c(C)n(CC(O)CNCCO)c2ccccc12 (stereo unspecified)	-0.4	-3.1	16.6	-1.3	-0.3	-23.1	9.4	12.3	-10.6	-0.6

Copied from the list.
Result of Cc1ccc(C)c(NC(=O)CCC(=O)OC(C(=O)c2ccccc2)c2ccccc2)c1 (stereo unspecified) under HIF act: 0.1
Result of O=C(c1ccc(=O)[nH]n1)N1CCN(S(=O)(=O)c2ccc3ccccc3c2)CC1 under GSK3 alpha inh: -2.2
Result of COc1cccc(/C=C/C2=CC(C)(C)NC(=S)N2)c1 under GSK3 alpha inh: -1.7

Later entries.
#	smiles	HIF act	IEC-6 cytotox	aSyn UTR inh	HSP90 refold inh	GSK3 alpha inh	KLF5 inhibitor	HSF-1 act	AI-2 QS modul	HSF1 inh	GSK3B inh
21	Cc1ccc(C23CC4CC(CC(CC(=O)NC(C)(C)CO)(C4)C2)C3)cc1	-6.9	-11.7	18.6	-1.6	-1.6	-34.8	8.5	10.5	0.4	3.1
22	COc1ccc(C2N(C(=O)N3CCOCC3)CCN2S(=O)(=O)c2ccc(C)cc2)cc1 (stereo unspecified)	0.1	-2.6	-10.2	10.6	-1.0	-0.9	1.1	6.0	-6.4	1.8
23	CCNC(=O)CSc1nc2ccccc2c(=O)n1-c1cc(OC)ccc1OC	-0.7	-2.6	-14.8	2.6	0.3	28.8	10.2	24.6	0.4	1.3
24	CCOc1ccc(-n2c(COc3ccc(C)cc3)nnc2SCC(N)=O)cc1	-0.5	-2.9	-1.5	4.0	-1.1	-20.4	4.2	17.3	-0.8	-2.3
25	CCc1cc(C(=O)N2CCCC(C(=O)c3ccc(OC)c(F)c3)C2)n(C)n1 (stereo unspecified)	0.2	-2.8	-9.1	-1.1	-0.2	-22.8	-20.5	17.5	-5.6	-2.5
26	COCCn1c(SCC(=O)NCc2ccco2)nnc1-c1c[nH]c2ccccc12	-0.1	-4.2	8.1	-1.5	1.4	-23.9	9.8	21.9	-5.5	-1.1
27	CC(=O)c1ccc(NC(=O)c2onc(C)c2Cl)cc1	2.0	-2.4	-51.7	-4.8	-2.6	-112.0	12.7	22.5	9.4	0.3
28	Cc1nnn(C23C[C@@H]4C[C@@H](CC(C(=O)N5CCN(c6ccccc6)CC5)(C4)C2)C3)n1	-0.9	-5.1	18.2	3.9	-1.4	-1.4	-5.1	13.3	3.5	-1.9
29	Cc1ccc2cc(CCNC(=O)C3CCCCC3)c(=O)[nH]c2c1C	-0.2	2.1	7.8	0.2	0.1	-5.0	1.6	24.2	-2.4	-1.0
30	CCOc1ccc(C(=O)NCC(=O)NCC(c2ccccc2OC)N2CCCC2)cc1 (stereo unspecified)	-0.5	.	12.8	.	0.0	.	3.0	2.8	-3.5	0.9
31	Cc1nn(C(C)C(=O)NCc2ccco2)c(=O)c2nn(-c3ccccc3)c(C)c12 (stereo unspecified)	-0.4	-4.3	2.6	-1.0	-1.7	-4.3	-3.2	13.1	6.8	-1.1
32	Cc1ccc(S(=O)(=O)NN=C2CCN(Cc3ccccc3)CC2)cc1	0.2	-1.2	-2.7	-3.0	-2.5	-16.8	-12.9	31.6	-11.2	1.7
33	CS(=O)(=O)N1CCN(C(=O)c2cc(-c3ccccc3)nc3ccccc23)CC1	-0.2	-4.6	13.9	4.3	1.7	-19.0	-3.0	9.2	-2.4	-9.4
34	Cc1nc2sc(C(c3cccs3)N3CCN(c4ccccc4)CC3)c(O)n2n1 (stereo unspecified)	0.0	-3.0	-3.7	0.2	-0.6	-18.0	1.2	29.8	4.5	-2.8
35	Cc1cc(C)c2nc(N(CCN(C)C)C(=O)/C=C/c3cccs3)sc2c1	0.1	4.6	-27.0	-2.0	-1.5	-22.0	43.7	9.2	17.8	0.9
36	O=C(CN(c1cccc([N+](=O)[O-])c1)S(=O)(=O)c1ccccc1)N(Cc1ccccc1)Cc1ccccc1	0.1	3.7	-0.8	1.0	-2.2	5.1	25.3	-8.5	5.9	3.7
37	COc1cccc(C(=O)Nc2cc(C)nn2-c2ccccc2)c1OC	-0.4	-4.5	0.7	1.2	-1.8	-8.4	-6.8	-9.7	12.6	-0.6
38	CC1CCCCN1CC(=O)Nc1sccc1C#N (stereo unspecified)	-0.1	-8.6	13.7	2.2	0.2	-20.6	-5.0	12.7	-1.1	-1.1
39	CC(C)c1ccc(/C=N/NC(=O)c2nnn(-c3nonc3N)c2CSC2=NCCS2)cc1	-0.9	0.7	-45.8	-0.3	-1.8	-28.9	17.5	38.5	0.7	-3.4
40	COc1c(Cl)cc(C(=O)Nc2ccc(Cl)cn2)cc1Cl	2.1	-5.5	-52.1	-0.2	-2.7	-28.7	18.9	23.1	5.5	-0.7

#	smiles	HIF act	IEC-6 cytotox	aSyn UTR inh	HSP90 refold inh	GSK3 alpha inh	KLF5 inhibitor	HSF-1 act	AI-2 QS modul	HSF1 inh	GSK3B inh
41	O=C(c1cccc(C(F)(F)F)c1)C1CCCN(C(=O)CCn2cnnn2)C1 (stereo unspecified)	-0.1	1.2	-14.4	-3.2	-0.6	-7.8	-13.1	17.1	-1.4	0.2
42	O=C(CN1C(=O)C2C3c4ccccc4C(c4ccccc43)C2C1=O)Nc1ccccc1C(=O)O (stereo unspecified)	0.4	0.0	1.0	-0.5	-3.2	13.5	-3.6	6.9	-10.3	-1.3
43	Cc1ccc(/C=N/N2CCN(Cc3ccc(Cl)cc3)CC2)o1	0.0	2.2	8.3	4.4	-2.3	-11.6	21.1	9.4	0.4	1.1
44	C/C(O)=C\c1nc2ccccc2oc1=O	-0.4	-4.9	-6.4	1.9	0.4	-14.3	-23.8	1.9	-5.3	4.5
45	O=C(NCCCn1ccnc1)C1CC2CCC1C2 (stereo unspecified)	-1.0	0.2	11.1	1.3	-1.1	13.6	2.6	19.4	3.4	1.0
46	O=C(CSc1nccn1Cc1ccco1)Nc1ccccc1	-0.2	0.1	-26.7	2.4	0.6	-32.8	19.9	16.3	3.5	-3.0
47	O=C(c1ccc(CS(=O)Cc2ccc(Cl)cc2)o1)N1CCN(c2ccccn2)CC1 (stereo unspecified)	-0.6	0.0	-5.2	-0.3	0.1	-18.1	19.3	23.8	1.3	0.9
